# Compound activity deposited in PubChem BioAssay by several laboratories.
# TR-FRET SRC-2 ct = flags TR-FRET format artefacts in PPARgamma SRC-2 recruitment agonist screen; TR-FRET artefact counter-screen; hits give high values; TR-FRET ratio at 8 µM; actives 0.4% (n = 200,000); AID 1049; in the data active means TR-FRET ratio above about 2000; further: inactives centre near 1500
# TLR4-MyD88 BLA = blocks binding of human TLR4 to MyD88. HeLa CL3-4 TLR4/MyD88 BLA complementation, FRET ratio. inhibition, % at 8.4 µM. actives 0.18% (n = 200,000); in the data active means inhibition above about 25%;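 further: 0% = vehicle and 100% = reference inhibitor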
# Target sequence (O00206 whole entry, looked up): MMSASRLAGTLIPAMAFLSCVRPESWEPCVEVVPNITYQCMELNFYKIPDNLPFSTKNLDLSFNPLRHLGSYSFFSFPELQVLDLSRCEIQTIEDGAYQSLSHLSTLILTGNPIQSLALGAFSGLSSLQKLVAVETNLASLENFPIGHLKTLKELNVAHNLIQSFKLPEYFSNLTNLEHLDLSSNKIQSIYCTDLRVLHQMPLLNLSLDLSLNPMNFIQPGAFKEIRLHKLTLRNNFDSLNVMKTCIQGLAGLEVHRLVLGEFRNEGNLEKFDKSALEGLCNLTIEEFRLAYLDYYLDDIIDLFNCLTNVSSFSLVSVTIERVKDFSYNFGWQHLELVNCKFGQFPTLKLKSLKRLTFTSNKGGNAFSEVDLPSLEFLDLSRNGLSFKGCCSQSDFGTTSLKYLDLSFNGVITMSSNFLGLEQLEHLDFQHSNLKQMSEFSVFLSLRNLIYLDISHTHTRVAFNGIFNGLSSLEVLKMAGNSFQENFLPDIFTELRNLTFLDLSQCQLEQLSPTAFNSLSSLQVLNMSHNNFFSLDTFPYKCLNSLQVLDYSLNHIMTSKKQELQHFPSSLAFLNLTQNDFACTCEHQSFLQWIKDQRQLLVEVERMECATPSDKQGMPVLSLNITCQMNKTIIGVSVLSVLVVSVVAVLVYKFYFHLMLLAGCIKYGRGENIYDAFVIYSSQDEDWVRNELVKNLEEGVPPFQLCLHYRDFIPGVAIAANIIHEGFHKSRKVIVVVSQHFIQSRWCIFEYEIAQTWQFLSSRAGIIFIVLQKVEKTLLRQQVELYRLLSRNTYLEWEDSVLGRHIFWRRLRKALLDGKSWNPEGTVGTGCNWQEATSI
# Target sequence (Q99836 whole entry, looked up): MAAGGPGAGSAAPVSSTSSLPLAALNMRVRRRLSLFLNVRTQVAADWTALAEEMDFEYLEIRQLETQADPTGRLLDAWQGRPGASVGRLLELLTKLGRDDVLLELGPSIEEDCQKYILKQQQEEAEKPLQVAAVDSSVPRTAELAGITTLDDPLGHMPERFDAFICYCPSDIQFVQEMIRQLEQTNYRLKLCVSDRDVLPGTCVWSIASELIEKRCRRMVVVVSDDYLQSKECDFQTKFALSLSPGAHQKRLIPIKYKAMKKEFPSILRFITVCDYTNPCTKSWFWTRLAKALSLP
# PPARg SRC-2 ag = agonists of SRC-2 recruitment by human PPARgamma; activation, % at 8 µM; PPARgamma LBD-SRC-2 recruitment, biochemical; actives 0.34% (n = 200,000); AID 1032; in the data active means activation above about 22%;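 further: 0% = vehicle and 100% = reference agonist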
# PPARg SRC3 recr = PPARgamma-driven SRC-3 recruitment agonism; biochemical PPARgamma/SRC-3 coactivator recruitment assay; activation, % at 8 µM; actives 0.26% (n = 200,000); in the data active means activation above about 23%;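 further: 0% = DMSO and 100% = reference agonist; some compounds past the cut are filed as inactive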
# STAT3 blocker = STAT3 signaling inhibition; actives 0.89% (n = 190,000); U3A cells, IL-6 STAT3-luciferase reporter, luminescence; host cell line lacks STAT1; AID 862; inhibition, % at 5.5 µM;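 active means inhibition above the mean inhibition across all screened compounds plus 3 SD, cut at about 44% in these data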;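 further: 0% = DMSO only wells and 100% = 100 µM nifuroxazide control wells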
# STAT1 inh = reduces IFN-gamma driven STAT1 reporter signal. actives 0.35% (n = 200,000). NIH 3T3 STAT1-luciferase reporter, luminescence. inhibition, % at 5.5 µM;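 active means inhibition above a set limit, the mean inhibition across all tested compounds plus 3 SD, cut at about 34% in these data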;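 further: 0% = IFN-gamma with DMSO and 100% = IFN-gamma with 300 µM nifuroxazide; values of inactives mirror those of a sister screen read the other way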
# STAT3 activator = STAT3 signaling activation; U3A cells, IL-6 STAT3-luciferase reporter, luminescence; 100% = signal with IL-6 EC80 alone; activation (% of control), % at 5.6 µM; actives 0.91% (n = 190,000);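 active means activation above the screen-wide mean of compound activation plus 3 SD, cut at about 130% in these data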;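 further: 0% = background luminescence of wells with medium and substrate only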
#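 Material: STAT3-luciferase reporter U3A cells; Probe or stimulus: IL-6 (33 ng/mL); Incubation: compound pre-incubation 1 h before IL-6, then 6 h stimulation at 37 °C; Technique: luminescence from STAT3-driven luciferase reporter; Evaluation: % activation versus median of IL-6-stimulated wells; Controls: IL-6-only high control.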
# RAM inhibit = inhibitors of the yeast RAM network | AID 868 | inhibition, % at 50 µM | actives 1.8% (n = 190,000) | S. cerevisiae dse1pr::URA3 reporter, 5-FOA growth OD615, 2 d; analog-sensitive cbk1-as2 kinase mutant strain;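 active means inhibition above a set limit, 3 SD over mean compound inhibition, cut at about 8.4% in these data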;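 further: 0% = DMSO-only wells with no growth and 100% = 10 µM 1-NA-PP1 full growth; inhibition rescues growth on 5-FOA so higher OD means more RAM inhibition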
# ROMK primary = modulators of human ROMK potassium channel; Tet-inducible ROMK, thallium flux fluorescence; actives lie on both sides; P48048; B-score at 10 µM; AID 1918; actives 2% (n = 130,000);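 active means signal ratio slope over the read window, or its plate-corrected B-score, at least 3 SD from the plate mean, either direction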;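 further: B-score of the F/F0 ratio slope over 7 to 12 s after thallium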
# PPARg SRC1 recr = agonists of human PPARgamma SRC-1 coactivator recruitment | AID 631 | actives 0.41% (n = 200,000) | PPARgamma-SRC-1 coactivator recruitment biochemical assay | activation, % at 8 µM; in the data active means activation above about 19%;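 further: 0% = DMSO and 100% = reference agonist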
# S1P3 antag = antagonists of human S1P3 receptor; CHO S1P3 NFAT-BLA reporter, FRET fluorescence, antagonist mode; inhibition, % at 4.98 µM; actives 0.27% (n = 170,000); AID 485;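 active means inhibition above the plate cutoff, the mean inhibition of test wells on that plate plus 3 SD, cut at about 28% in these data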;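 further: cells challenged with S1P at its EC80 of 0.8 µM; blue over green emission ratio from cleaved BLA substrate after 4 h stimulation; 0% = S1P-stimulated wells and 100% = unstimulated DMSO-only wells; some compounds past the cut are filed as inactive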
# Active calls of the source: *; x = no result given.
SMILES,TR-FRET SRC-2 ct,TLR4-MyD88 BLA,PPARg SRC-2 ag,PPARg SRC3 recr,STAT3 blocker,STAT1 inh,STAT3 activator,RAM inhibit,ROMK primary,PPARg SRC1 recr,S1P3 antag
NC1CCCCC1N=Cc1c(O)n(CCc2ccc(F)cc2)c(=O)[nH]c1=O (configuration not stated),1538,7,0,8,-4,-5,108,0.4,x,4,1
COC(=O)CN1C(=O)N/C(=C/c2ccccc2OC)C1=O,1597,5,3,4,9,3,93,1.2,0.44,4,3
C/C(CC(=O)Nc1cccc2c1CCCC2)=N\NC=O,1564,-24,4,4,6,1,99,2.7,0.32,-2,-18
CCOC1CS(=O)(=O)CC1OCC (configuration not stated),1666,13,12,0,21,2,91,-0.1,x,-10,x
Cc1nn(-c2ccccc2)c2nc(-c3ccncc3)cc(C(=O)NCc3ccco3)c12,1636,6,2,-11,-15,5,115,1.2,0.87,4,2
CCOC(=O)c1ccc(NC(=S)N2CCSC2c2ccc(OC)cc2)cc1 (configuration not stated),1647,-11,8,2,0,-7,100,3.1,0.25,1,11
CCOc1ccc(N=c2scc(-c3ccc(OC)cc3)n2CCO)cc1,1570,0,2,6,59*,3,54,2.0,0.61,-2,x
CC(C)CN1CN(Cc2ccco2)CNC1=S,1619,6,-4,2,5,3,97,1.6,0.022,-1,-1
CSCCC(NS(=O)(=O)c1ccc(C)cc1)C(=O)NC1CCCCC1 (configuration not stated),1535,-6,11,3,9,-2,99,0.8,-0.32,7,-5
O=C(Nc1ccccc1)c1ccc2c(c1)OCO2,1689,-6,8,4,19,-10,90,-0.3,x,2,x
O=C(CN1CCN(Cc2ccccc2)CC1)N1N=CCC1c1ccccc1 (configuration not stated),1637,9,0,0,3,-6,104,0.6,-0.012,-8,12
CC1=NOC(=O)/C1=C\c1ccc(-c2ccc(Br)cc2C(=O)O)o1,1617,5,11,3,22,-1,90,0.6,0.63,7,-3
COc1cc(NC(=O)c2cccnc2)ccc1-c1cc2ccccc2oc1=O,1488,3,5,2,7,-10,94,1.2,x,-3,-4
O=C(Nc1ncc(Cc2ccccc2)s1)c1cccs1,1477,-2,10,-2,13,-59,92,1.3,1.4,2,12
O=C(/C=C/c1ccc(Cl)c(Cl)c1)NC1=NCCS1,1684,1,0,4,4,-37,101,4.1,0.93,7,2

# As entered above.
# Entry of COC(=O)CN1C(=O)N/C(=C/c2ccccc2OC)C1=O in STAT3 blocker: 9
# Entry of CSCCC(NS(=O)(=O)c1ccc(C)cc1)C(=O)NC1CCCCC1 (configuration not stated) in STAT1 inh: -2
# Entry of Cc1nn(-c2ccccc2)c2nc(-c3ccncc3)cc(C(=O)NCc3ccco3)c12 in TR-FRET SRC-2 ct: 1636
# Entry of CC1=NOC(=O)/C1=C\c1ccc(-c2ccc(Br)cc2C(=O)O)o1 in PPARg SRC-2 ag: 11
# Entry of O=C(/C=C/c1ccc(Cl)c(Cl)c1)NC1=NCCS1 in PPARg SRC-2 ag: 0
# Entry of COc1cc(NC(=O)c2cccnc2)ccc1-c1cc2ccccc2oc1=O in RAM inhibit: 1.2

# Returning to the listing; the 2 compounds before the break are reprinted first.
SMILES,TR-FRET SRC-2 ct,TLR4-MyD88 BLA,PPARg SRC-2 ag,PPARg SRC3 recr,STAT3 blocker,STAT1 inh,STAT3 activator,RAM inhibit,ROMK primary,PPARg SRC1 recr,S1P3 antag
O=C(Nc1ncc(Cc2ccccc2)s1)c1cccs1,1477,-2,10,-2,13,-59,92,1.3,1.4,2,12
O=C(/C=C/c1ccc(Cl)c(Cl)c1)NC1=NCCS1,1684,1,0,4,4,-37,101,4.1,0.93,7,2
O=C(C1CCN(C2CC(=O)N(c3cccc(Cl)c3)C2=O)CC1)N1CCCCCC1 (configuration not stated),1481,8,-6,2,3,1,101,1.2,0.61,-7,-6
COc1ccc(C(=O)Nc2ccccc2-c2nnn(CC(=O)N3CCOCC3)n2)cc1,1808,-6,1,0,21,2,86,2.9,1.5,1,9
O=[N+]([O-])c1nn(-c2ccccc2)n(O)c1=NCCc1ccccc1,1556,-2,-1,1,7,-14,92,-0.7,-0.99,1,-2
O=C(CSc1ncc(-c2ccccc2)n1-c1ccccc1)NCc1ccco1,1681,5,3,-3,-1,1,104,6.5,x,-1,2
CNC(=S)NCC(O)c1ccc([N+](=O)[O-])cc1 (configuration not stated),1467,2,-9,3,2,-1,103,-2.1,0.73,-9,-16
Cc1c(NC(=O)OCc2ccccc2)c(=O)n(-c2ccccc2)n1C,1528,0,-5,-4,16,0,94,0.5,x,2,-4
COCc1cc(C2C(C(=O)c3ccco3)=C(O)C(=O)N2CCOCCO)ccc1O (configuration not stated),1633,-12,19,4,4,1,98,0.7,0.31,3,-11
Cc1cc(C)nc(NC(=O)CSc2ccccn2)n1,1561,12,0,1,6,2,98,-0.6,-0.03,3,3
O=C(N/N=C/c1c(Cl)cccc1Cl)c1n[nH]c2c1CCCC2,1493,-13,-3,-4,5,-31,92,1.6,x,0,-3
CCOc1ccc(NC2c3ccccc3C(=O)N2Cc2ccco2)cc1 (configuration not stated),1346,-18,-5,1,21,8,87,2.5,x,-1,7
CN1C(=O)C(O)(CC(=O)/C=C/C=C/c2ccccc2)c2ccccc21 (configuration not stated),1533,13,-5,-4,5,-2,96,2.9,0.032,-5,-8
CCc1cccc(Oc2nn[nH]n2)c1,1530,2,2,0,15,8,90,0.8,x,1,x
Cc1ccc(Sc2c(C(=O)Nc3ccc(F)cc3F)c(C(F)(F)F)nn2C)cc1,1714,-10,6,9,7,1,99,3.8,x,5,x
O=C1OCc2cc(NC(=O)C3COc4ccccc4O3)ccc21 (configuration not stated),1464,1,10,2,8,-7,93,1.1,-0.4,2,7
CC(OC(=O)c1ccc2c(=O)n3c(nc2c1)CCC3)C(N)=O (configuration not stated),1844,8,8,10,10,-6,95,1.5,-0.47,3,3
CC(=O)NCc1cccc(CNC(C)=O)n1,1456,-5,4,-5,1,-3,102,0.9,-0.022,-1,15
CCn1c(C2CC(=O)N(Cc3ccccc3)C2)nc2ccccc21 (configuration not stated),1664,12,4,1,4,0,101,0.2,x,3,-20
O=C(CN1CCOCC1)n1c2c(c3ccccc31)CCCC2,1692,12,12,4,16,14,95,5.6,-0.26,8,2
Cc1ccc(OCCCC(=O)NCc2ccco2)c(C)c1,1567,12,1,-1,-2,-4,107,-1.4,0.17,-4,-6
COC(=O)c1cc(Sc2c(Cl)cccc2Cl)ccn1,1562,-8,-6,-1,6,5,100,-1.5,-0.52,-13,-13
Cc1ccc(S(=O)(=O)N(C)CC(=O)OCC(=O)c2c(N)n(C)c(=O)n(C)c2=O)cc1,1470,-8,11,9,4,5,93,1.1,x,4,-3
C=CC12C=CC=CN1C(C(=O)OC)=C(C(=O)OC)C(C(=O)OC)=C2C(=O)OC (configuration not stated),1501,-6,4,-2,6,5,98,0.3,x,5,-5
COC(=O)c1cc(NC(=O)Nc2ccccc2OC)cc(C(=O)OC)c1,1603,3,5,5,9,0,99,3.2,0.43,3,x
CCC(Sc1ncnc2sc(C)c(C)c12)C(=O)OC (configuration not stated),1582,-7,2,-2,-1,6,101,0.8,-1.9,-3,x
O=C(O)c1cc(-c2ccc3c(c2)OCO3)nc2ccc(Br)cc12,2330*,-15,31*,23*,3,-4,105,1.0,0.017,33*,2
COc1cccc(N(C(=O)c2ccco2)c2nc(-c3sc(NC(=O)c4ccco4)nc3C)cs2)c1,1688,-5,6,2,-28,-8,123,4.7,x,6,x
Cc1[nH]nc(SCC(=O)NC2CCCCC2)c1[N+](=O)[O-],1495,-4,-2,2,6,6,103,-0.6,0.93,6,-18
Clc1ccc2[nH]cc(-c3nnnn3-c3ccccc3)c2c1,1347,-5,4,3,26,4,83,0.9,-0.57,-2,x
O=C(COC(=O)C(O)c1ccccc1)NC12CC3CC(CC(C3)C1)C2 (configuration not stated),1512,5,-2,1,-2,11,105,0.5,0.14,-2,-7
O=C1CN(C(=O)c2cc([N+](=O)[O-])ccc2Cl)C(c2ccccc2)c2cc(F)ccc2N1 (configuration not stated),1541,4,1,-4,5,1,98,-1.4,x,0,-6
CCC(c1nnnn1C(C)(C)C)N(Cc1ccco1)Cc1cc2cccc(C)c2[nH]c1=O (configuration not stated),1421,-1,-2,4,9,9,97,3.9,-1.9,0,x
CCc1ccc(OCC(O)CNC(C)(C)C)cc1 (configuration not stated),1448,1,-2,-9,-2,-3,107,1.9,-0.069,-3,x
Cc1occc1C(=O)N/N=C/c1c[nH]c2ccccc12,1606,-10,2,10,-25,-35,131,2.0,x,19*,x
COc1ccc(/C=C/C(=O)c2cc(Br)ccc2OC(=O)c2ccco2)cc1OC,1743,-2,12,5,20,10,85,5.2,2.2,17,-27
CCC(C)NC(=O)CSC1=Nc2ccccc2C2=NC(CCC(=O)NCc3ccco3)C(=O)N12 (configuration not stated),1393,0,-5,4,0,-2,103,-0.5,x,3,x
O=C(CSc1nnc(-c2ccncc2)o1)c1cccc([N+](=O)[O-])c1,1506,3,5,-1,-3,-2,107,1.1,-0.14,-3,-14
O=C1[C@@H]2CSCN2C(=O)CN1CCc1cccc(F)c1,1408,-4,-8,-2,8,1,95,-0.1,1.1,1,7
O=C(CSc1nnc(-c2ccc(S(=O)(=O)N3CCCC3)cc2)o1)NCC1CCCO1 (configuration not stated),1508,2,0,0,6,0,97,1.1,0.021,3,0
Cc1cc(C)cc(NC(=S)Nc2ccccn2)c1,1496,-5,-1,0,-26,4,127,3.4,-0.14,2,-9
CNc1cc(C)nc(-n2nc(C)cc2C)n1,1400,-7,-5,13,-2,-7,106,0.3,-0.31,2,-12
COCCCn1c(SCC(=O)Nc2nc3ccccc3s2)nnc1-c1ccoc1C,1614,0,5,-1,1,6,102,3.2,x,4,x
Fc1ccc(CSc2nncn2NCc2ccccc2)cc1,1683,9,2,-7,1,4,101,1.2,x,1,x
CC(C)CNC(=O)c1cc(-c2ccc(Cl)c(Cl)c2)on1,1498,5,6,-3,13,-10,92,x,0.12,15,12
COc1cccc(-c2nnc(NC(=O)c3ccc4ncsc4c3)o2)c1,1544,-9,6,1,7,-4,94,1.4,0.48,1,9
Cc1ccc(NC(=O)/C=C/c2ccc3c(c2)OCO3)nc1,1711,-7,6,5,-2,-24,101,2.1,1.5,5,10
CCc1ccc(NC(=O)C(C)OC(=O)c2ccc(NS(=O)(=O)c3ccc(C)c([N+](=O)[O-])c3)cc2)cc1 (configuration not stated),1655,-9,0,5,-5,-3,102,3.8,1,6,2
COc1ccc(/C=C/C(=O)Nc2ccc3c(c2)CCC3)cc1OC,1680,13,3,1,14,-3,88,4.0,0.34,6,12
Cc1cc(C(=O)N/N=C/c2ccc(N3CCOCC3)cc2)c(C)o1,1347,-1,-7,-2,0,-9,101,0.2,-0.44,-7,2
